C2C12 statin: suppression of simvastatin myotoxicity; C2C12 myotubes + simvastatin, ATP luminescence, 48 h; scaled: DMSO 0, geranylgeraniol control 100; rescue of ATP level, % at 7.49 µM; hit rate 0.78% among 330,000;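 active = mean ATP rescue above about 67%, or every replicate alone reaching that limit, limit read from the data, passing the limit was not always enough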;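 note: myotubes were challenged with 10 µM simvastatin during compound exposure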
S100A4 inh HTS: blocks human S100A4 binding to myosin IIA peptide. P26447. S100A4/TAMRA-MyoIIA peptide fluorescence polarization. inhibition, % at 10.7 µM. hit rate 0.14% among 360,000. AID 652163;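 active = mean inhibition of at least 70% across replicates, with every replicate also reaching that level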
Target sequence (P26447 whole entry, looked up): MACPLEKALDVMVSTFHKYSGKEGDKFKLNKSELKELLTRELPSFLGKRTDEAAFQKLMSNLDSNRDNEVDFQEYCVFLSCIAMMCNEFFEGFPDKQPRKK
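Test system – S100A4 monomer (human) · Compound – single-point compound testing · Schedule – 5 min incubation before reading · Probe or stimulus – TAMRA-labelled myosin IIA heavy-chain peptide probe, 5 nM · Benchmarks – neutral control DMSO, positive control TFP · Medium – Calcium-containing HEPES buffer, pH 7.2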
ERAP1 HTS inh: ERAP1 (human) enzyme inhibition. recombinant ERAP1, Leu-AMC fluorescence, 60 min. AID 652197. Q9NZ08. inhibition, % at 10.7 µM. hit rate 0.15% among 340,000;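 active = mean replicate inhibition of at least 30%, or all replicates individually reaching that 30% level; inactive = mean below 30% and not every replicate reaching it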;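 note: 0% = neutral control wells and 100% = L-leucinethiol positive control wells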
Cneo AK release: causes C. neoformans cell lysis. adenylate kinase release luminescence, 4 h; normalised: neutral wells 0, clomiphene wells 100. lysis activity, % at 15 µM. hit rate 0.2% among 360,000;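 active = mean lysis activity across replicates of at least 80%, whatever share of replicates individually reach that level; inactive = mean lysis activity below 80%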
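Test system: log-phase Cryptococcus neoformans yeast cells; Quantity: yeast cell density of 5 × 10^6 cells/mL; Buffer or medium: YPD; Doses: single compound concentration per well; Timing: 4 h at 37 °C static, read 1 h later; Measured by: AK luminescence; Read-out basis: lysis from increased AK signal; Control set: Clomiphene as positive control.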
Xi reactivation: reactivates the inactive X chromosome in mouse fibroblasts | hit rate 0.055% among 360,000 | XiGFP mouse fibroblasts, % GFP-positive cells imaging, 3 d; cells co-treated with 5-aza-dC sensitizer; scaled so ellipticine positive control = 100% | activation, % at 7.58 µM;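 active = mean normalized replicate activation at least 10% and every replicate at or above 10%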;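 note: 0% = median of on-plate neutral control wells and 100% = ellipticine 6 µM median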
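Assay system: SV40-immortalized XiGFP fibroblast cells, line 68-5-11; buffer or medium: DMEM plus 5-aza-dC sensitizer; compound: one concentration, pinned; timing: compounds 3 days, fix/stain 15 min at room temperature; benchmarks: positive control ellipticine, 6 µM final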
LGR2 inh: inhibitors of bursicon-induced Drosophila LGR2 receptor cAMP signaling | HEK293 LGR2, CRE-luciferase, bursicon-stimulated, 4 h | inhibition, % at 9.99 µM | hit rate 0.35% among 380,000;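 active = drop in luminescence signal, shown as inhibition above about 50% in the replicate tests, limit read from the data, passing the limit was not always enough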;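 note: agonist challenge used bursicon conditioned medium at about half maximal strength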
SIRT5 block: blocks human SIRT5 desuccinylation of peptide | inhibition, % at 15 µM | hit rate 1.1% among 330,000 | Purified SirT5, succinyl-peptide AMC, trypsin-coupled fluorescence | Q9NXA8; in the data active = inhibition above about 15%
Target sequence (Q9NXA8 whole entry, looked up): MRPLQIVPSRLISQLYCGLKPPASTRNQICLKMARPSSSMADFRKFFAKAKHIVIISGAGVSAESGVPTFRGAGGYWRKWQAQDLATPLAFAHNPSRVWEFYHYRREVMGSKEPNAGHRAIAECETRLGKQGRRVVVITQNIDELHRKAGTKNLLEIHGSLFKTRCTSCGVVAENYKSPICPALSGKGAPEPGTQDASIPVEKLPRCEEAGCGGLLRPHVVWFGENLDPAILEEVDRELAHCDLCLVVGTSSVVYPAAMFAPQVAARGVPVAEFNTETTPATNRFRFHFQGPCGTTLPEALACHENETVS
PGC1a acetyl inh: PGC1a acetylation modulation, inhibitor mode; U2OS PGC1a acetylation, AlphaScreen anti-acetyl-lysine; with virally co-expressed GCN5 acetyltransferase; inhibition, % at 15.6 µM; hit rate 0.17% among 350,000;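 active = every replicate shows inhibition of at least 40%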;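 note: 0% = neutral control wells and 100% = positive control wells; some results beyond the cut were filed as inactive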
* marks the source's active call; other numbers are inactive results; nt = not tested or not shown. These rows are one share of the data, so the mix of outcomes need not match the whole.

Below each compound – C2C12 statin	S100A4 inh HTS	ERAP1 HTS inh	Cneo AK release	Xi reactivation	LGR2 inh	SIRT5 block	PGC1a acetyl inh
CN(C[C@H]1[C@@H](c2ccccc2)[C@H](CO)N1Cc1ccccn1)S(C)(=O)=O
→ 0	nt	nt	0	-0.1	3	-2	2
Cc1ccc(NC(=O)CS(=O)CC(=O)N(CC(=O)NC(C)(C)C)c2cccc(C)c2C)cc1 (configuration not stated)
→ -14	0	-1	-1	0.2	17	0	0
CN(C(=O)CSc1ncc(C(F)(F)F)cc1Cl)c1c(N)n(Cc2ccccc2)c(=O)[nH]c1=O
→ 2	-5	2	-1	0.0	15	-1	nt
Cc1cc(N2CCCC2)nc2ccccc12
→ nt	-2	-3	nt	-0.1	-9	-4	nt
Cc1c(N=C2N=C(NC(=O)Nc3ccc(Cl)cc3)c3ccccc32)c(=O)n(-c2ccccc2)n1C
→ nt	-8	0	nt	0.1	18	0	7
Cc1ccc(S(=O)(=O)N2CCC(C(=O)NCCc3ccc(S(N)(=O)=O)cc3)CC2)cc1
→ -9	nt	nt	2	nt	7	nt	4
CC(C)C#Cc1ccc2c(c1)O[C@H](CN(C)C(=O)c1ccncc1)[C@H](C)CN([C@H](C)CO)S2(=O)=O
→ -10	3	-1	-2	-0.2	1	-1	-12
O=C1c2ccccc2C(=O)c2c1cccc2N1CCCC1
→ nt	0	-2	-10	0.1	nt	9	5
CCOc1ccc(NC(=O)COc2ccc(S(=O)(=O)N3CCCC3)cc2)cc1
→ -18	1	-4	0	0.0	16	-2	nt
Cc1ccc(C)c(NC(=O)CS(=O)(=O)c2cccc3nsnc23)c1
→ nt	-6	0	nt	0.2	-11	-4	5
Cn1c(-c2nonc2N)nc2ccccc21
→ -3	11	-1	-1	0.2	-6	nt	-10
COc1ccccc1CNC(=O)CSc1n[nH]c(N)n1
→ 1	14	3	1	0.2	-3	6	-4
NNC(=O)CNc1cccc(Br)c1
→ nt	5	2	nt	0.0	-1	-1	nt
C[C@@H]1CN([C@H](C)CO)C(=O)c2cc(NC(=O)C3CC3)ccc2O[C@@H]1CN(C)CC1CC1
→ 5	-7	-1	-2	-1.2	-21	1	nt
COc1ccc2c3c(n(C)c2c1)[C@@H](CO)N(C)CC31CCN(C(=O)c2ccc3c(c2)OCO3)CC1
→ nt	10	0	nt	0.0	0	5	-3
COc1ccccc1S(=O)(=O)N1CCN(S(=O)(=O)c2cccs2)CC1
→ 0	-2	1	0	0.0	14	-4	-6
CC(=O)NC12CC3CC(C1)CC(C(=O)N1CCN(S(=O)(=O)c4cccc(F)c4)CC1)(C3)C2
→ 3	2	-6	1	0.0	-1	-1	10
COC(=O)C1=C(C)N(C)C(=NCc2cc(OC)c(OC)c(OC)c2)NC1c1cccc(C(F)(F)F)c1 (configuration not stated)
→ nt	-1	-3	nt	-0.1	-11	nt	nt
CCOC(=O)C1CCN(S(=O)(=O)c2ccc(-c3ccccn3)s2)CC1
→ nt	-5	0	-1	0.0	-2	-2	3
Cc1ccc(-c2cn(-c3ccccc3)c(SCC(N)=O)n2)cc1C
→ nt	nt	nt	-2	0.2	-62	nt	11
CCCCN(CC)CCNC(=O)c1cc2c(=O)n(C)c3ccccc3c2n1C
→ 3	0	nt	-6	0.3	-3	nt	nt
Cc1ccccc1-c1cnc2c(c1)C(=O)N([C@@H](C)CO)C[C@H](C)[C@@H](CN(C)Cc1cncnc1)O2
→ 4	12	1	2	-1.1	-3	6	7
COc1ccc(-c2cc(C(F)(F)F)n3ncc(C(=O)N(C)Cc4ccccc4)c3n2)cc1
→ nt	-5	11	nt	0.4	-23	-2	-7
COc1cccc(NC(=O)Nc2ccc3c(c2)OC[C@@H](C)N(CC2CC2)C[C@@H](C)[C@H](OC)CN(C)C3=O)c1
→ 3	nt	nt	nt	0.5	-3	nt	-18
CC(C)C(C(=O)Nc1sc2c(c1C#N)CCCCC2)N1C(=O)c2ccccc2C1=O (configuration not stated)
→ -18	nt	nt	0	nt	-4	nt	8
C[C@@H]1CCCCO[C@@H](CN(C)C(=O)Nc2ccc(F)cc2)[C@@H](C)CN([C@@H](C)CO)C(=O)c2cc(NC(=O)CCC(F)(F)F)ccc2O1
→ nt	2	1	3	-0.1	14	3	4
COc1ccc(C(=O)NCc2ccc3c(c2)cc(C)n3C)cc1OC
→ 17	24	-3	1	-0.8	14	0	5
Cn1cc(-c2csc(C(O)c3ccc(F)c(F)c3)n2)cn1 (configuration not stated)
→ 0	2	3	0	-0.1	-5	-5	9
CC(O)c1ccc2c(c1)OCCOCCN(C)CCOCCO2 (configuration not stated)
→ 4	nt	nt	1	nt	12	nt	2
COC(=O)c1nc[nH]c1[N+](=O)[O-]
→ 2	-1	-4	-3	0.6	2	-4	7

A different layout for some results above.
structure: Cc1ccccc1-c1cnc2c(c1)C(=O)N([C@@H](C)CO)C[C@H](C)[C@@H](CN(C)Cc1cncnc1)O2
  C2C12 statin = 4
  S100A4 inh HTS = 12
  ERAP1 HTS inh = 1
  Cneo AK release = 2
  Xi reactivation = -1.1
  LGR2 inh = -3
  SIRT5 block = 6
  PGC1a acetyl inh = 7

structure: COc1ccc(-c2cc(C(F)(F)F)n3ncc(C(=O)N(C)Cc4ccccc4)c3n2)cc1
  C2C12 statin = nt
  S100A4 inh HTS = -5
  ERAP1 HTS inh = 11
  Cneo AK release = nt
  Xi reactivation = 0.4
  LGR2 inh = -23
  SIRT5 block = -2
  PGC1a acetyl inh = -7

structure: COc1cccc(NC(=O)Nc2ccc3c(c2)OC[C@@H](C)N(CC2CC2)C[C@@H](C)[C@H](OC)CN(C)C3=O)c1
  C2C12 statin = 3
  S100A4 inh HTS = nt
  ERAP1 HTS inh = nt
  Cneo AK release = nt
  Xi reactivation = 0.5
  LGR2 inh = -3
  SIRT5 block = nt
  PGC1a acetyl inh = -18

Following part:
Below each compound – C2C12 statin	S100A4 inh HTS	ERAP1 HTS inh	Cneo AK release	Xi reactivation	LGR2 inh	SIRT5 block	PGC1a acetyl inh
Cc1cc(Cl)ccc1Oc1nccc(N(C)C)c1C#N
→ 13	56	0	5	nt	0	-5	7
COCCNC(=O)CSc1ccc(Cl)cc1
→ nt	-8	-1	-2	-0.1	0	-1	nt
Cc1ccc(S(=O)(=O)N2CCC(C)CC2)cc1
→ 0	3	-1	3	0.0	4	-3	nt
COCCn1c(N)c(C(=O)NS(=O)(=O)c2ccc(C)cc2)c(=O)[nH]c1=O
→ nt	-2	-2	nt	-0.1	-14	0	6
N#C[C@@H]1[C@H](c2ccccc2)[C@H](CO)N1C(=O)CCN1CCCCC1
→ 1	9	2	-4	-0.1	8	-2	0
COc1ccc(C(=O)Nn2c(C)nc3ccccc3c2=O)cc1
→ 5	2	0	nt	0.2	8	0	nt
COc1cc(C2C3=C(CCCC3=O)Nc3[nH]n(-c4ccccc4)c(=O)c32)ccc1OC(C)=O (configuration not stated)
→ 8	-1	3	3	0.1	-4	1	-8
COC(=O)C1=C(C)N(Cc2ccc(Br)cc2)C(=S)NC1c1cccc(OC)c1 (configuration not stated)
→ nt	-16	5	nt	1.0	3	2	nt
C#CCOCCOCCOCCNc1nc(N2CCN(C(=O)C([C@@H](C)CC)n3cc(C(N)Cc4ccc(O)cc4)nn3)CC2)nc(N2CCN(C(=O)[C@H](CCC(=O)O)n3cc(C(N)CC(C)C)nn3)CC2)n1 (some centres not stated)
→ 10	-5	nt	-3	0.0	-4	nt	1
O=C(C[C@@H]1CC[C@@H]2[C@H](COC[C@H](O)CN2Cc2nccs2)O1)NCc1ccccc1Cl
→ -5	-10	0	-1	-0.1	2	2	4
OC(c1cccc(CN2CCCCC2)c1)c1ncc(-c2cccc3ccccc23)[nH]1 (configuration not stated)
→ 2	9	-2	0	0.4	3	-7	-4
O=C(Cc1nnc(NC(=O)Nc2ccc(F)cc2)s1)Nc1ccccc1
→ nt	0	3	0	-0.1	-6	-5	nt
CCOC(=O)/C=C/C(=O)Nc1ccc(S(=O)(=O)N2CCCCCC2)cc1
→ nt	5	4	nt	0.3	4	0	-9
CC(C)NC(=O)c1ccc(-c2ccc(F)c(F)c2)c2ccoc12
→ -17	-2	2	-3	0.3	-19	-1	18
O=C(NC1CC1)C1=C[C@H](c2ccc(C(F)(F)F)cc2)C[C@H](OCc2ccc(CO)cc2)O1
→ 15	3	-1	-1	0.2	-25	nt	2
COc1ccc(C)cc1S(=O)(=O)NCC(c1cccnc1)N1CCc2ccccc2C1 (configuration not stated)
→ -24	-4	3	-2	0.2	1	-1	-6
CC(C)[C@@H](C)NC(=O)N(C)C[C@H]1OCc2ccccc2-c2c(n(C)c3ccccc23)C(=O)N([C@H](C)CO)C[C@@H]1C
→ nt	-8	1	-2	-0.3	7	9	-5
O=C(C[C@@H]1C[C@H]2c3cc(NS(=O)(=O)c4ccc(F)cc4)ccc3O[C@H]2[C@@H](CO)O1)NCc1cccc(F)c1
→ -6	0	-5	34	0.1	-15	1	1
CC1CCCc2sc3ncn(N)c(=N)c3c21 (configuration not stated)
→ nt	-10	-1	0	0.0	4	-1	23
COc1ccc(-c2cn(C[C@@H](Cc3ccccc3)NC(=O)Nc3ccccc3)nn2)cc1OC
→ nt	-5	2	-3	nt	nt	-5	nt
CCCCN1CC(=O)N2[C@H](c3ccc(OC)cc3)[C@@H]3C(=O)N(CC)C(=O)[C@@H]3[C@]2(Cc2ccccc2)C1=O
→ -10	-3	2	0	0.5	-5	27*	nt
c1csc(CNc2nc(Oc3ccncc3)c3sccc3n2)c1
→ 14	-4	-14	-1	-0.1	-3	nt	nt
COCCn1c(SCC(=O)Nc2ccc(C(C)=O)cc2)nc2c([nH]c3ccccc32)c1=O
→ 6	-1	0	3	0.0	-16	0	nt
CCOC(=O)C1(CCOc2ccccc2)CCN(Cc2ccc(OCCO)cc2)CC1
→ -4	-4	0	-4	-0.2	nt	22*	-1
CC(C)C(=O)N1CCCC1(C)C(=O)Nc1ccc(-n2cncn2)cc1 (configuration not stated)
→ 36	-1	1	-1	0.1	-21	-1	1
CCc1ccccc1N/N=C(/C)c1c(O)cc(C)oc1=O
→ nt	3	4	-2	0.0	-11	0	-2
Cc1ncc([N+](=O)[O-])n1CCOC(=O)NC(Nc1ccc(F)cc1)C(Cl)(Cl)Cl (configuration not stated)
→ -1	6	nt	1	0.0	5	-2	4
CCOC1=C2[C@@H](CN(S(=O)(=O)c3ccc(C)cc3)[C@H]2c2cccc3ccccc23)[C@H]2C(=O)N(C)C(=O)[C@H]2C1
→ 13	0	-2	10	-0.1	2	-1	6
CCOC(=O)/C(=N\Nc1ccccc1)S(=O)(=O)c1ccccc1
→ 27	1	4	-3	nt	-6	2	-3

Screens (PubChem)
